# High-throughput results (PubChem)
# Thrombin inh: inhibitors of human thrombin; P00734; alpha-thrombin, Boc-VPR-AMC fluorogenic substrate cleavage; inhibition, % at 5 µM; hit rate 0.26% among 220,000; AID 1046;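 active means inhibition at or above 40%; inactive means inhibition below 40%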;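 further: 0% = enzyme with no compound and 100% = wells without enzyme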
#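 Material: human alpha-thrombin protein; Also added: Boc-VPR-AMC substrate, 15 µM final; Timing: enzyme reaction carried out at room temperature; Signal: fluorescence, ex 355 nm, em 460 nm; Measure: % inhibition of thrombin; Controls: enzyme without compound as high, wells lacking enzyme as low.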
# PERK inhibitor: human PERK inhibition, primary cell-based screen; inhibition, % at 5.6 µM; CHO PERK-DD fusion, SEAP luminescence translation reporter; AID 1416; hit rate 0.17% among 220,000; Q9NZJ5;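 active means inhibition above the mean inhibition of all tested compounds plus 3 SD, set separately per screening campaign, cut at about 2.9% in these data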;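 further: PERK kinase domain activated by AP20187 dimerizer at 100 nM; 0% = DMSO with dimerizer and 100% = rapamycin at 8.4 µM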
# hK5 inh: blocks human kallikrein 5 protease activity. inhibition, % at 5 µM. hit rate 0.59% among 210,000. AID 873. recombinant hK5, fluorogenic AMC substrate cleavage. Q9Y337;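 active means inhibition of 40% or more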;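 further: 0% = enzyme controls without compound and 100% = no-enzyme blanks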
# Target sequence (Q9Y337 67-293 limits assumed): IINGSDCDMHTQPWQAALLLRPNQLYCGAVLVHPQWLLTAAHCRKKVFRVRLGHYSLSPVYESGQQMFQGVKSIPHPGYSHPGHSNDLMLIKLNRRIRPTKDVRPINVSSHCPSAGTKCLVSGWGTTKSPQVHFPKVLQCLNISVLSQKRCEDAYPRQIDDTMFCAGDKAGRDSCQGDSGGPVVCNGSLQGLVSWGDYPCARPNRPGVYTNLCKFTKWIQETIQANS
# FXIIa inh: blocks human coagulation factor XIIa protease activity; purified FXIIa, Boc-QGR-AMC fluorogenic substrate, 2 h; inhibition, % at 5 µM; hit rate 0.3% among 220,000; in the data active means inhibition above about 40%;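 further: 0% = enzyme with no compound and 100% = blank without enzyme; many of its hits are not listed in these tables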
# Wee1 degr inh: blocks degradation of human Wee1 kinase | P30291 | HeLa Luc-Wee1K328M stability, luciferase luminescence; 100% = proteasome inhibitor MG132 effect | reporter increase, % at 5 µM | hit rate 1.2% among 220,000;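 active means activation above the mean of all tested compounds plus 3 SD, set per screening run, cut at about 8.8% in these data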;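 further: cells exposed to compound for 20 h before luminescence read; 0% = DMSO alone and 100% = MG132 at 30 µM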
# FXIa inh: blocks human coagulation factor XIa protease activity. P03951. purified FXIa, Boc-Glu-Ala-Arg-AMC fluorogenic substrate. inhibition, % at 5 µM. hit rate 0.14% among 220,000;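 active means inhibition of at least 40%; inactive means inhibition below 40%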;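 further: fluorescence of freed AMC excited at 355 nm; 0% = enzyme without compound and 100% = no enzyme blank; many of its hits are not listed in these tables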
# Cl transport mod: modulates chloride dependent transport by human KCC2. Q9H2X9. AID 1456. hit rate 2.2% among 190,000. B-score of Tl+ flux slope (higher = more flux/activation; lower = inhibition) at 10 µM. KCC2 cells, thallium flux FluoZin-2 fluorescence;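 active means thallium flux slope and its plate-corrected score both differing from the plate sample mean at a set confidence after two filtering rounds, in either direction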;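 further: slope of fluorescence scaled to starting intensity during 10 to 20 s after thallium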
# p97 inhibitor: inhibitors of human p97 ATPase; hit rate 0.42% among 220,000; inhibition, % at 8 µM; P55072; AID 1481; recombinant p97 ATPase, Kinase-Glo ATP luminescence, 3 h; in the data active means inhibition above about 15%;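 further: 0% = DMSO vehicle and 100% = wells lacking enzyme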
# Target sequence (P55072 whole entry, looked up): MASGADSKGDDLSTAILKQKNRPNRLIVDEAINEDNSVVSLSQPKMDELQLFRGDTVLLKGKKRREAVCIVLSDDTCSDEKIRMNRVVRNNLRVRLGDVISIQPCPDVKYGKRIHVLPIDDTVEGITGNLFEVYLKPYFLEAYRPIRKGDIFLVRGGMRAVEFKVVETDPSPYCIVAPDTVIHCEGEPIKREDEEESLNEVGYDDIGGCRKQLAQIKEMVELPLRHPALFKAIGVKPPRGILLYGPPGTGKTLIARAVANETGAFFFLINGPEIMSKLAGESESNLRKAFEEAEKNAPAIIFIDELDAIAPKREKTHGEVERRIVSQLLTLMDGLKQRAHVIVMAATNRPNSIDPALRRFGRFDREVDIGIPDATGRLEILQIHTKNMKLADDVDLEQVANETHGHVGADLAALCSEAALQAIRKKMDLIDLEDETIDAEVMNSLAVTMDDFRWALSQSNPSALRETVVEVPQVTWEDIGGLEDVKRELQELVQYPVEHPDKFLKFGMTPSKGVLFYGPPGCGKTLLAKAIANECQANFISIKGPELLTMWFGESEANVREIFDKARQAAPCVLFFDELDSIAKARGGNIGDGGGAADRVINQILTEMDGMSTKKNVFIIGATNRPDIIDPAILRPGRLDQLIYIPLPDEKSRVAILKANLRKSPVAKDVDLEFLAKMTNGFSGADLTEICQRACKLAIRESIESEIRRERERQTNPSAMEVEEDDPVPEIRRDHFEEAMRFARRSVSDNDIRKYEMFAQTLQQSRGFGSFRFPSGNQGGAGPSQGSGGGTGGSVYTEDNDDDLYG
# Furin inhibitor: blocks human furin protease activity; P09958; purified furin, fluorogenic substrate cleavage; inhibition, % at 30 µM; hit rate 0.061% among 220,000; AID 463115; in the data active means inhibition above about 25%; further: inactives centre near -15
# Active calls of the source: *; i = inactive; / = no result given; [ ] = remark or other dose.
SMILES,Thrombin inh,PERK inhibitor,hK5 inh,FXIIa inh,Wee1 degr inh,FXIa inh,Cl transport mod,p97 inhibitor,Furin inhibitor
CCOC(=O)c1csc(NC(=O)CSc2nnnn2-c2ccc(OC)c(OC)c2)n1,-2,0.3,-19,9,-2,3,0.76,6,-19[20 µM]
CS(=O)(=O)N1CCCC(C(=O)c2cccc(Cl)c2)C1 (centres undefined),1,0.4,-1,8,0,-4,0.18,4,-26
Nc1nnc(SCC(=O)OCC(=O)Nc2ccc(Br)cc2)s1,-6,0.9,0,16,0,6,-0.21,3,-11
Nc1nc(N2CCN(c3ccc(Cl)cc3)CC2)n[nH]1,-4,1.1,-16,1,1,-7,-0.0071,-1,-15
Cc1ccc(C(OCCN(C)C)c2cccc(C(F)(F)F)c2)cc1 (centres undefined),-6,-0.1,-13,-12,2,-1,0.31,-2,-17
NC(=O)NOCc1c(Cl)cccc1Cl,-4,1.7,2,10,0,6,0.82,4,-21
O=C(OCc1nnc(-c2ccccc2)o1)c1ccc2c(c1)OCO2,-1,2.5,-11,16,1,8,-0.61,-1,-9
CCOC(=O)c1ccc(NC(=O)CC2SCCNC2=O)cc1 (centres undefined),3,0.6,-8,17,-2,6,1,1,-18
Cc1ccc(-c2c[n+](Cc3ccc(Cl)c(Cl)c3)c3n2CCC3)cc1,-9,0.9,-9,6,-2,3,0.74,5,-14
CCCCNC(=O)Cc1cc(=O)[nH]c(=O)[nH]1,-1,0.9,1,4,5,0,1.1,-1,-14
COC(=O)C1CCN(C(=O)Cc2ccc(Br)cc2)CC1,5,0.7,-2,28,-3,8,0.053,0,-28[20 µM]
Cc1ccc(NC(=S)NNC(=O)c2ccc(N3CCOCC3)c([N+](=O)[O-])c2)cc1Cl,-6,0.0,-106,6,1,-5,-2.8,-3,-10
Cn1c(N/N=C2\CCCc3ccccc32)nc2c1c(=O)n(Cc1ccc(F)cc1)c(=O)n2C,-7,0.9,-6,4,0,1,-0.01,1,-44
CCCCCCOc1ccc(N2C(=O)CC(N3CCN(C(=O)c4ccco4)CC3)C2=O)cc1 (centres undefined),-3,-1.4,-6,3,4,-5,0.4,-1,-21[20 µM]
O=C(O)COCC(=O)N1CCN(C2c3ccccc3-c3ccccc32)CC1,-10,0.2,-9,4,2,-3,1.3,-1,-3
O=C(NC1CCCCC1)c1cc(F)cc2c1OCOC2,-9,0.4,-1,0,0,0,0.31,7,-12
O=C(O)c1ccc2c(c1)SC1=NS(=O)(=O)CCN12,-14,0.1,-12,-1,3,-2,-0.088,11,-11
O=C(Nc1ccccc1)c1ccc(N2CCN(c3ccccc3)CC2)c(S(=O)(=O)N2CCOCC2)c1,-2,-1.3,-28,-8,-1,-7,-0.85,2,-20[20 µM]
CC(=O)O[C@H]1CC(C)(C)C(=C=C/C(C)=C/C=C/C(C)=C/C=C/C=C(C)/C=C/C=C(\C)C(=O)C[C@@]23O[C@]2(C)C[C@@H](O)CC3(C)C)[C@](C)(O)C1,-1,/,3,12,/,4,-0.097,/,-9
O=C(OCCOCCN=C1NS(=O)(=O)c2ccccc21)c1ccncc1,-1,0.9,-14,6,-1,-3,/,-2,-15
COc1cc(C2C(C(C)=O)=C(O)C(=O)N2CCN(C)C)ccc1O (centres undefined),4,1.5,-4,16,-2,-1,0.07,0,-14[20 µM]
O=c1[nH]c(SCc2nc3c(cnn3-c3ccccc3)c(=O)[nH]2)nc2ccccc12,-3,1.6,-7,-1,-3,-7,1.1,6,-23[20 µM]
Cc1cccc(C)c1NC(=O)COC(=O)c1ccccc1[N+](=O)[O-],-1,-0.1,-2,5,-1,-3,-0.19,4,-30
CCCc1cc(=O)[nH]c(Nc2ccc(O)cc2)n1,2,-0.2,7,13,1,-11,/,0,-2[20 µM]
CC(C)CC1=NN2C(=N)/C(=C\c3coc4ccccc4c3=O)C(=O)N=C2S1,-6,-0.1,-2,4,0,4,i,2,-17
CC(=O)N1CCC2(CC1)CC(=O)c1cc(OCC(=O)NCc3ccc(C)cc3)ccc1O2,-6,-0.4,-51,5,-1,-1,/,-9,-5[20 µM]
CCOC(=O)c1cnc(SC)nc1Sc1ccccc1,-1,0.9,6,16,-2,3,/,-2,-15[20 µM]
COC(=O)N/N=C/c1cccc(OCCSc2ccc(Cl)cc2)c1,1,0.8,-6,5,2,7,0.053,0,-13
CCOC(=O)c1oc2nc3c(cc2c1N)COC(C)(C)C3,2,0.3,-3,10,6,2,0.31,5,-15
CC(C)c1ccc(C2CC(=O)c3cnc(N4CCc5ccccc5C4)nc3C2)cc1 (centres undefined),2,-0.1,-24,-1,2,-14,0.33,0,-12
CCN(CC)c1ccc(/C=N/N2CCN(Cc3ccccc3)CC2)cc1,2,0.8,8,14,8,1,-0.35,-4,-10
Cc1ccc(S(=O)(=O)c2c(C)nn(C(C)(C)C)c2OC(=O)C(C)C)cc1,-2,0.5,-1,5,-1,-1,-0.26,-3,-11
Cc1oc(-c2cccs2)nc1CN1CCN(Cc2ccc(F)c(F)c2)C(CCO)C1 (centres undefined),-5,0.8,-9,3,3,-1,/,3,-24
O=C(NCCCn1ccnc1)C(=O)c1c[nH]c2ccccc12,-6,0.8,2,5,-2,0,0.77,7,-13
O=C(c1ccc(Br)o1)N1CCN(C/C=C/c2ccccc2)CC1,-3,-0.5,18,6,1,-10,-1.4,-2,-4[20 µM]
CCCCCC(=O)NNC(=O)Cc1ccc([N+](=O)[O-])cc1,-2,-0.2,0,5,0,-2,-1.7,1,-37

# An excerpt of these results, as labelled records.
> CC(C)c1ccc(C2CC(=O)c3cnc(N4CCc5ccccc5C4)nc3C2)cc1 (centres undefined)
  Thrombin inh: 2; PERK inhibitor: -0.1; hK5 inh: -24; FXIIa inh: -1; Wee1 degr inh: 2; FXIa inh: -14; Cl transport mod: 0.33; p97 inhibitor: 0; Furin inhibitor: -12

> CCN(CC)c1ccc(/C=N/N2CCN(Cc3ccccc3)CC2)cc1
  Thrombin inh: 2; PERK inhibitor: 0.8; hK5 inh: 8; FXIIa inh: 14; Wee1 degr inh: 8; FXIa inh: 1; Cl transport mod: -0.35; p97 inhibitor: -4; Furin inhibitor: -10

# (cont.)
SMILES,Thrombin inh,PERK inhibitor,hK5 inh,FXIIa inh,Wee1 degr inh,FXIa inh,Cl transport mod,p97 inhibitor,Furin inhibitor
CC(C)(C)C(=O)O/N=C(\N)c1ccc(-c2csnn2)cc1,6,1.0,-2,10,-2,4,0.42,-4,-15
CC(O)c1cccc(NC2=CC(=O)CC(C)(C)C2)c1 (centres undefined),3,0.1,-2,14,7,1,/,0,0[20 µM]
O=C(NC1(N2CCOCC2)CC1)c1ccc(Cl)cc1,-3,2.6,-1,11,-2,6,0.46,11,-11
Cc1ccc(NC(=O)COC(=O)C(CC(C)C)N2C(=O)C3CC=CCC3C2=O)c(C)c1 (centres undefined),-7,0.1,-8,8,0,-4,-0.49,-6,-15
COc1ccc(N2C(=O)c3ccc(C(=O)OC(C)C)cc3C2=O)cc1,0,0.5,2,12,1,8,-0.12,4,-7[20 µM]
CCOC(=O)COc1ccc(S(=O)(=O)Nc2cccc(SC)c2)cc1,1,0.1,2,12,-2,3,-0.011,-3,-7[20 µM]
CCc1ccccc1NC(=O)CSc1nc2c(c(-c3ccco3)c1C#N)CCCC2,-10,0.4,-24,-12,-1,-16,-1.5,2,-14
COc1ccc(CC(=O)Nc2ccccc2N2CCCCC2)cc1OC,4,-1.1,112*,30,3,22,-0.19,-3,-1
O=c1oc2ccccc2cc1-c1nnc(NCc2ccco2)s1,0,-1.7,-24,9,5,-5,/,1,-24[20 µM]
Cc1cc2n(n1)C(c1ccc(O)cc1)Nc1ccccc1-2 (centres undefined),-4,-0.1,-8,2,0,-4,-0.91,0,-16
CCOC(=O)C1=C(c2ccccc2)NC(=O)NC1c1cc(Br)c(O)c(OC)c1 (centres undefined),-2,1.2,-3,4,0,-3,-1,3,-26
CCCN1C(=O)/C(=C/c2cc(C)n(C)c2C)SC1=Nc1ccc(OCC)cc1,-3,0.5,8,3,3,-1,1,0,-10[20 µM]
N#CCCN(C(=O)COC(=O)c1ccc2c(c1)NC(=O)CS2)c1ccc2c(c1)OCCO2,2,-0.3,-7,10,-1,3,0.46,6,-18
CCSc1nc(=S)n(CC)c(C)c1C(C)=O,-5,0.9,-26,6,3,3,-1,3,-25[20 µM]
NS(=O)(=O)c1ccc(NC(=O)COC(=O)c2c3c(nc4ccccc24)/C(=C\c2ccc4c(c2)OCO4)CCC3)cc1,-7,-0.6,-11,2,-2,-5,-1.5,-2,0
Cc1cc(C(F)F)n2nc(C(=O)NCc3ccccc3F)nc2n1,0,1.4,1,18,0,2,0.48,3,-29[20 µM]
CCOc1cc(C(=O)OCC(=O)NCc2ccco2)cc(OCC)c1OCC,1,0.9,-12,11,1,4,0.49,4,-18
CCn1c2ccccc2c2cc(CC(N)=O)ccc21,4,0.8,1,12,1,3,-0.34,6,-20
O=S(=O)(NCCC1=CCCCC1)c1cccc2nsnc12,0,2.2,2,12,4,1,-1.4,-1,-14
CC(=O)c1ccc(OCC(=O)Nc2ccc3nc(C)sc3c2)cc1,-7,0.4,-4,3,-4,-5,-0.51,5,-25
Cc1cc(=O)oc2cc(OCC(=O)OCC(=O)N(CCC#N)c3ccccc3)ccc12,-7,-0.9,-2,5,2,-5,-1.2,-5,-21
C[C@@]12CCC=C[C@H]1[C@H](c1ccc(C(F)(F)F)cc1)N(Cc1ccccc1)C2=O,0,/,3,4,/,1,-0.95,/,-11
CCC(CC)n1[nH]c(=O)c2c(C)cc(C)nc21,5,0.6,-4,18,-1,0,-0.65,0,-23[20 µM]
COC(=O)C1=C(C)N=C2SC(C)C(=O)N2C1c1cccc(F)c1 (centres undefined),2,-1.2,-22,8,1,1,/,6,-11
[O-][n+]1c2c(nc3c1-c1ccccc1C3O)CCCC2 (centres undefined),-6,0.2,-13,6,-1,-4,/,1,-15
CS(=O)(=O)N1CCN(c2ccc([N+](=O)[O-])c3cccnc23)CC1,-7,0.2,0,6,-4,10,0.49,6,-12
Clc1ccc(C2=Nn3c(Cn4nnc5ccccc54)nnc3SC2)cc1,-9,1.3,-9,3,0,2,-0.67,4,-22
O=C(CNS(=O)(=O)c1cccs1)N1CCN(c2ccccn2)CC1,2,-0.1,-12,8,0,0,-0.42,0,-16
CC(C)(C)C(=O)Nc1ccccc1C(=O)Nc1ccncc1,3,-0.2,-6,19,1,11,0.85,-3,-13[20 µM]
COc1ccc(-c2csc(NC(=O)c3cc(=O)c4ccccc4o3)n2)cc1OC,-3,0.4,3,7,5,-2,0.33,3,-22
Cc1noc(C)c1COC(=O)CCCOc1ccc(Cl)cc1Cl,-6,0.1,-1,-7,2,-6,0.85,-4,-13
C/C(=N\NC(=O)CN1CCOCC1)C(C)(C)C,-10,0.7,-4,-9,0,-10,/,3,-22[20 µM]
CCc1cc2c(SCC(=O)NC3CCS(=O)(=O)C3)ncnc2s1 (centres undefined),-2,-0.8,-2,19,1,1,0.11,3,-19
CCOCc1nnc(NC(=O)c2cccc(OC)c2)s1,-3,1.0,-9,2,8,-2,-0.097,-1,-19
Cc1cc(C)n(CC(=O)n2c3c(c4ccccc42)CCCC3)n1,-3,1.2,-10,4,1,-13,-0.53,4,-19
Cc1[nH]c(=S)c(C#N)c2c1CCCC2,1,1.3,-20,-4,-1,-7,3.8*,3,-32
CCCCNC(=S)NNC(=O)c1ccco1,-1,1.4,-5,15,2,8,0.41,4,-21[20 µM]
CCOC(=O)c1cnc(SC)nc1Sc1ccccc1Cl,-3,-0.7,-5,5,1,-2,-0.74,-3,-24[20 µM]
Cc1csc(NC(=O)c2cc(-c3ccncc3)nc3ccccc23)n1,-11,-0.2,-4,/,-2,-4,-1.2,2,-23
